# Compound activity deposited in PubChem BioAssay by several laboratories.
# procasp3 activ: activators of human procaspase-3 D3A mutant, primary screen, biochemical, absorbance, PC-3 D3A mutant, single concentration | Caspase-3 (Homo sapiens), P42574 | recombinant procaspase-3 D3A, Ac-DEVD-pNA absorbance 405 nm | activation, % at 8.5 µM | actives 0.11% (n = 330,000);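 active = activation above the mean of all tested compounds plus 3 SD, cut at about 21% in these data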;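 note: 0% = DMSO alone and 100% = DMSO wells spiked with extra 5 µM PC-3 D3A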
# Target sequence (P42574 whole entry D9A/D28A/D175A): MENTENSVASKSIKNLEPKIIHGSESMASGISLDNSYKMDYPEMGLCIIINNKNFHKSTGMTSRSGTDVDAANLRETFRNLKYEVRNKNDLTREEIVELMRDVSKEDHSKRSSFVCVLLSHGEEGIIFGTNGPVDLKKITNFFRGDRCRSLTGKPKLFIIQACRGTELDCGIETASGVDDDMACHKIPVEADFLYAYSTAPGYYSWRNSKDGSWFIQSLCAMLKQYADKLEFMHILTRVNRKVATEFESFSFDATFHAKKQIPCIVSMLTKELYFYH
#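 Assay system – Procaspase-3 D3A mutant · Benchmarks – DMSO low control, extra-enzyme high control · Technique – 405 nm absorbance of p-nitroaniline, reads at 0 and 120 min · Doses – 8.5 µM nominal · Measure – % activation between DMSO and enzyme-spiked controls · Also added – Ac-DEVD-pNA chromogenic peptide substrate · Schedule – 1 h compound preincubation, 2 h substrate hydrolysis at 25 °C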
# core dimer inh: inhibitors of HCV core protein dimerization, primary screen, biochemical, TR-FRET, high-throughput; TR-FRET GST/Flag-core106 dimerization, 1536-well; inhibition, % at 5 µM; actives 0.33% (n = 300,000);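 active = inhibition above the mean of all tested compounds plus 3 SD, set per screening campaign, cut at about 45% in these data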
#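 Material: Tagged HCV core106 pair (GST and Flag) | Amount: GST-core106 13.5 nM, Flag-core106 17 nM | Medium: KF-containing HEPES buffer, pH 7.45, DTT, CHAPS, BSA | Reagent: Eu donor and XL665 acceptor anti-tag antibodies | Schedule: 4 h at 22.5 °C | Technique: Time-resolved FRET, ex 340 nm, em 617 and 671 nm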
# GASC-1 inh: inhibitors of GASC-1 histone demethylase, primary screen, biochemical, fluorescence, DELFIA europium. GST-JMJD2C(1-420) H3K9me3 demethylation. AID 2099, 2009. actives 0.069% (n = 330,000). Lysine-specific demethylase 4C (Homo sapiens), Q9H3R0. inhibition, % at 2.35 µM;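 active = more than half of a compound's replicate wells show inhibition beyond 50%, single wells judged on their own value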;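 note: signal counts dimethyl H3K9 product captured on neutravidin plate; 0% = median of DMSO wells and 100% = 0.3 times that DMSO median; strong numbers were not always called active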
# Fh CTSL1 inh: Fasciola hepatica cathepsin L1 inhibitors, primary screen, counter-screen for PFM18AAP inhibitor project, biochemical, QFRET, fluorogenic peptide substrate. inhibition, % at 5.96 µM. recombinant F. hepatica cathepsin L1, Z-Leu-Arg-MCA fluorescence. AID 1906, 2009. actives 0.49% (n = 300,000);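 active = inhibition above the mean of all tested compounds plus 3 SD, set per screening campaign, cut at about 17% in these data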;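 note: 0% = plate median of test compound wells and 100% = 1 µM Z-Phe-Ala-diazomethylketone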
# Efflux pump mplx: inhibitors of Candida efflux pumps in yeast, primary screen, S. cerevisiae, Nile Red, multiplex; inhibition, % at 10 µM; S. cerevisiae Candida pump triplex; actives 0.44% (n = 330,000);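 active = plate passing quality check with inhibition over a set limit, or well fluorescence over plate mean plus 4 SD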;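 note: Nile Red retained in pooled yeast measured as flow cytometry median fluorescence; 0% = buffer negative control and 100% = Enniatin B positive control; higher means more Nile Red kept so more efflux inhibition; some compounds called inactive have numbers as strong as hits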
# procasp7 counter: procaspase-7 activators, primary screen, counter-screen for procaspase-3 activator project, biochemical, absorbance, HTS, human; AID 463210, 2010; actives 0.093% (n = 330,000); Caspase-7 (Homo sapiens), P55210; recombinant procaspase-7, Ac-DEVD-pNA absorbance 405 nm; D23A/D198A/D206A triple mutant, cannot self-cleave; scale: DMSO 0, 5 µM enzyme 100; activation, % at 8.5 µM;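 active = percent activation above the screen-wide mean plus 3 SD, cut at about 25% in these data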
# Target sequence (P55210 whole entry D23A/D198A/D206A): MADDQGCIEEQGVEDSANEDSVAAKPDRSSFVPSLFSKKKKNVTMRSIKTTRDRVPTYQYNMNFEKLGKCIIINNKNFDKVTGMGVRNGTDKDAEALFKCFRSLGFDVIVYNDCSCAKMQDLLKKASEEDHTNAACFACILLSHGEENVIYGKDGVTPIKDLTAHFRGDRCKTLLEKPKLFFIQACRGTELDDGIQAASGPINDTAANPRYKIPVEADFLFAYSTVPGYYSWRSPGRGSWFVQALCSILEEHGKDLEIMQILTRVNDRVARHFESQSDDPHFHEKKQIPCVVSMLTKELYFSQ
#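 Assay system: Uncleavable procaspase-7 mutant enzyme; Input: 2 µM procaspase-7 mutant as dispensed; Also added: DEVD-pNA substrate; Medium: Zinc-free HEPES pH 7.4 with 300 mM NaCl, 0.01% Triton X-100; Timing: 1 h compound preincubation, 2 h substrate cleavage, 25 °C; Measured by: Epi-absorbance of released pNA at 405 nm, two timepoints.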
# TPT1 inh: Candida albicans TPT1 enzyme inhibitors, primary screen, biochemical, fluorescence polarization; recombinant caTPT1, FP RNA substrate dephosphorylation; inhibition, % at 5 µM; actives 0.81% (n = 300,000); AID 1962, 2009;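 active = inhibition above the mean of all tested compounds plus 3 SD, set per screening campaign, cut at about 24% in these data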;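 note: plate controls were DMSO alone for no effect and ferristatin control at 100 nM for full effect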
# PP1 counter: PP1-alpha phosphatase inhibitors, primary screen, counter-screen for PP5 inhibitor project, biochemical, fluorescence, OMFP substrate, single point; Serine/threonine-protein phosphatase PP1-alpha catalytic subunit (Homo sapiens), P62136; purified PP1alpha; inhibition, % at 6.7 µM; actives 0.9% (n = 320,000); AID 2235, 2010;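 active = inhibition above the mean inhibition of all tested compounds plus 3 SD, computed separately for each screening campaign, cut at about 15% in these data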
# PP5 primary: PP5 phosphatase inhibitors, primary screen, biochemical, fluorescence; Serine/threonine-protein phosphatase 5 (Homo sapiens), P53041; AID 1987, 2009; actives 0.18% (n = 320,000); purified PP5c, OMFP substrate fluorescence; inhibition, % at 6.7 µM;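 active = inhibition above the campaign's mean inhibition across all tested compounds plus 3 SD, cut at about 9.5% in these data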;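 note: 0% = DMSO only and 100% = 100 µM cantharidin control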
# Target sequence (P53041 whole entry, looked up): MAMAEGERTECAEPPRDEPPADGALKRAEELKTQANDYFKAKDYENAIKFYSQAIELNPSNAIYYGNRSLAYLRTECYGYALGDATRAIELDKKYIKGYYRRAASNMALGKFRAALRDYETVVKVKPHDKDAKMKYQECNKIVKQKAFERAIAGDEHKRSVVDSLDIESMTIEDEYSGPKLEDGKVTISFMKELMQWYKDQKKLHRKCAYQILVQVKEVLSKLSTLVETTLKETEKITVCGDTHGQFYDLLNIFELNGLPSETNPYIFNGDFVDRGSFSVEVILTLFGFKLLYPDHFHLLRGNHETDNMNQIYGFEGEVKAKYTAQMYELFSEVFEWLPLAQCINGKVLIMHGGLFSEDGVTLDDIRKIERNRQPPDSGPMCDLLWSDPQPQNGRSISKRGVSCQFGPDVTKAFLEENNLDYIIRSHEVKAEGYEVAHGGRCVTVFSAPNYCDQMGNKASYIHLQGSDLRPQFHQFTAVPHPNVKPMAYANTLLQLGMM
# An asterisk follows results filed as active; . = not tested or not shown.
SMILES,procasp3 activ,core dimer inh,GASC-1 inh,Fh CTSL1 inh,Efflux pump mplx,procasp7 counter,TPT1 inh,PP1 counter,PP5 primary
Cc1ccc(CN(C)CC(=O)NC(C)c2ccccc2)cc1 (configuration not stated),1.5,-18.5,-1.0,1.3,0.2,-5.7,-0.4,-0.7,3.0
NC(=O)c1ccsc1NC(=O)COC(=O)/C=C/c1ccccc1,-5.6,19.7,-0.3,-4.4,0.2,1.7,1.0,-1.2,-0.8
Cc1cc(=O)oc2c3c(cc(OCC(=O)N[C@@H](CC(C)C)C(=O)O)c12)OC(C)(C)CC3,6.0,-4.6,-9.2,2.1,-0.3,8.7,-4.0,2.0,-0.7
O=C(Nc1cc(C(F)(F)F)ccc1Cl)C(Sc1n[nH]c(=O)[nH]c1=O)c1ccccc1 (configuration not stated),7.7,9.9,2.1,1.1,0.1,5.9,-3.5,2.4,-0.1
COc1ccc(CN(C)S(=O)(=O)c2nnc(NC(=O)c3ccccc3OC)s2)cc1OC,7.0,-1.4,0.0,4.2,0.0,2.4,1.2,2.3,-0.7
CC(=O)NC(C)c1ccc(C(=O)CSc2nnc(C3CC3)n2C2CC2)cc1 (configuration not stated),-11.2,.,-4.7,.,-0.1,0.3,.,-2.4,-1.9
Cc1ccc(Cn2nnc3c(=O)[nH]c(C4CCN(S(=O)(=O)/C=C/c5ccccc5)CC4)nc32)cc1,-2.0,24.9,9.1,1.0,-0.2,-0.5,-1.8,20.9*,2.6
COc1cccc(N2C(=O)C3CCCN3C2c2ccc(N(C)C)cc2)c1 (configuration not stated),0.7,1.4,-2.6,2.9,-0.2,0.2,-2.2,-2.7,-3.0
COc1ccc(CC2(C)OC(c3ccncc3)=NN2C(C)=O)cc1 (configuration not stated),-7.5,5.9,7.2,-5.2,0.1,-4.5,1.5,-1.2,-2.7
COc1ccc(NS(=O)(=O)c2cccc(NC(=O)CCC(=O)c3ccc(Cl)cc3)c2)cc1,4.9,10.0,7.4,-1.2,0.0,6.9,4.7,2.6,0.9
COCCCn1c(=NC(C)=O)c(C#N)cc2c(=O)n3cccc(C)c3nc21,-11.0,16.4,12.4,0.7,0.3,-3.8,1.1,-2.9,3.9
C[C@H](CO)N1C[C@H](C)[C@@H](CN(C)Cc2ccc(Cl)c(Cl)c2)Oc2c(NS(=O)(=O)c3cccs3)cccc2C1=O,2.1,.,47.7,.,0.1,10.2,.,.,.

# Complete entries, looked up by structure. Screens in order: procasp3 activ, core dimer inh, GASC-1 inh, Fh CTSL1 inh, Efflux pump mplx, procasp7 counter, TPT1 inh, PP1 counter, PP5 primary
# CC(=O)NC(C)c1ccc(C(=O)CSc2nnc(C3CC3)n2C2CC2)cc1 (configuration not stated) as listed: -11.2, ., -4.7, ., -0.1, 0.3, ., -2.4, -1.9
# C[C@H](CO)N1C[C@H](C)[C@@H](CN(C)Cc2ccc(Cl)c(Cl)c2)Oc2c(NS(=O)(=O)c3cccs3)cccc2C1=O as listed: 2.1, ., 47.7, ., 0.1, 10.2, ., ., .

# Following part
SMILES,procasp3 activ,core dimer inh,GASC-1 inh,Fh CTSL1 inh,Efflux pump mplx,procasp7 counter,TPT1 inh,PP1 counter,PP5 primary
Cn1nc([N+](=O)[O-])nc1Oc1ccccc1N,6.6,-1.9,-1.6,1.4,0.0,0.1,-2.9,1.6,-2.6
Brc1ccc(CNCC2CCCO2)cc1 (configuration not stated),3.7,2.9,-1.5,-0.6,0.0,5.2,-0.5,-2.6,1.3
CCC(=O)c1ccc(NC(C)=O)cc1O,7.6,-1.6,0.7,5.9,-0.2,6.6,-0.6,-4.3,-1.9
CC(OC(=O)c1nsc(Cl)c1Cl)C(=O)NCc1ccc2c(c1)OCO2 (configuration not stated),-3.5,-2.5,-8.8,0.3,0.0,-1.6,4.6,-4.2,1.2
COc1ccc(S(=O)(=O)Nc2cccc3c2O[C@H](CN(C)CC2CC2)[C@@H](C)CN([C@H](C)CO)C3=O)cc1,4.1,.,3.8,.,-0.1,14.2,.,.,.
Cc1cccc(NC(=S)NCc2ccco2)n1,-2.2,2.3,-17.1,5.5,0.0,-10.3,-2.2,-0.8,2.9
O=S(=O)(O)c1ccc(SCc2ccccc2)nc1,-9.9,-5.7,-12.9,2.8,0.1,-6.5,-5.1,-0.9,-2.4
CC(=O)NC12CC3CC(C1)CC(C(=O)OCC(=O)Nc1c(F)cccc1F)(C3)C2,4.2,.,3.8,.,0.0,20.8,.,-0.5,0.1
C#CCOCCOCCOCCNc1nc(N2CCN(C(=O)Cn3cc(CCCCN)nn3)CC2)nc(N2CCN(C(=O)Cn3cc(CC(C)O)nn3)CC2)n1 (configuration not stated),3.1,-5.3,-2.1,-0.7,-0.1,-5.0,-0.2,1.7,-1.2
Cc1cc(C)nc(N2CCC(C(=O)NCc3ccccc3F)CC2)n1,-3.1,-0.4,-3.8,0.0,0.0,5.6,1.4,-0.1,-0.9
COc1ccc(Cl)cc1N(CC(=O)NC1CC2CCC1C2)S(=O)(=O)c1ccccc1 (configuration not stated),8.0,-2.0,-0.7,1.3,-0.4,0.2,-3.4,4.3,2.8
COc1ccc(C)cc1NC(=O)C(NCC1CCCO1)c1ccccc1 (configuration not stated),0.3,-2.5,-2.2,0.0,-0.4,9.5,4.5,-0.4,-0.5
COc1ccccc1/C=C1\SC(=S)N(C(C(=O)O)c2ccccc2)C1=O (configuration not stated),-15.8,7.1,20.5,-0.1,0.1,-28.2,4.5,5.0,-0.5
CC(NC(=O)C1CCN(S(=O)(=O)c2cccc3cccnc23)CC1)c1ccccc1 (configuration not stated),4.0,5.3,-2.1,-1.5,-0.1,6.7,-3.0,0.7,-0.2
Nc1ncc(Br)cc1S(=O)(=O)NCCC(=O)NCCc1ccc(Cl)cc1,2.1,-10.1,2.6,4.2,-0.1,3.5,-2.7,2.9,1.6
COc1ccccc1NC(=O)Nc1nn(C)c2cccc(N(C)C)c12,-2.0,0.2,-2.7,5.5,0.1,-8.7,-0.3,-2.8,-2.9
CC(C)CN1C(=O)c2ccc(C(=O)Nc3ccc(OCC(=O)O)cc3)cc2C1=O,0.2,-8.6,5.8,1.0,-0.2,7.0,-3.0,0.9,2.2
Cc1ccccc1/C=N/NC(=O)Cc1ccc(Cl)cc1,-4.3,4.6,-3.6,0.6,0.0,2.5,-2.3,-1.9,2.7
Oc1ccccc1C1Nc2cccc3cccc(c23)N1,-2.0,12.8,-7.5,1.9,-0.3,-11.6,-3.6,3.0,1.8
CCc1nnc(NC(=O)CSc2nnc(-c3c[nH]c4ccccc34)n2CCOC)s1,-5.4,-0.1,-3.6,-1.3,-0.6,3.5,-6.7,0.5,-2.4
CCS(=O)(=O)NCC(c1ccco1)N1CCN(c2ccc(F)cc2)CC1 (configuration not stated),-5.4,0.8,-6.7,0.3,-0.3,0.0,1.2,-1.4,-0.8
C=CCn1c(SCc2c(C)noc2C)nc2sc3c(c2c1=O)CCCC3,-0.6,-0.2,5.7,0.2,0.5,2.0,-2.6,8.2,3.8
O=C(O)c1sccc1SCc1ccc(Cl)c(Cl)c1,-9.0,3.3,-18.7,-0.8,0.0,19.7,3.1,-1.8,1.9
O=C(CCNS(=O)(=O)c1ccc(Br)cc1)N1CCCCCCC1,10.9,0.3,1.8,-0.9,0.0,3.5,-0.9,-0.3,0.1
CCOC(=O)c1c(C)[nH]c(C)c1S(=O)(=O)N1CCN(C(=O)c2ccco2)CC1,2.8,-0.8,-2.3,-2.6,0.1,2.8,1.9,-2.1,-0.5
O=C1C2C3C=CC(C3)C2C(=O)N1Cc1cccnc1 (configuration not stated),3.9,-2.7,10.1,-0.6,-0.1,4.7,1.4,-4.6,-2.1
CN1CCN(CCCNC(=O)c2ccc3c(c2)N(Cc2ccc(F)cc2)CCS3)CC1,0.4,-7.5,12.6,0.4,0.1,-2.4,6.1,1.4,-2.1
O=C(Cn1ncc2c([nH]c3ccccc32)c1=O)Nc1cccnc1,8.7,3.9,-1.4,1.6,0.0,11.4,-0.6,-2.1,0.6
O=C(O)CSCC(=O)N1CCN(c2nc3cc(Cl)ccc3s2)CC1,0.0,-1.8,-1.8,3.1,0.0,7.9,-6.2,-1.4,0.9
COc1ccccc1C(=O)c1cc2ccc(O)cc2oc1=O,-9.8,1.9,1.9,2.8,-0.1,-8.6,5.3,-2.4,-3.0
COc1ccnc(NCc2cccnc2)c1C#N,-6.2,0.3,7.1,-3.1,0.0,6.2,1.3,-8.0,-1.6
COC(=O)CC1=C(C(=O)OC)C(c2cc(OC)c(OC)cc2OC)C(C#N)=C(N)O1 (configuration not stated),14.9,-3.2,1.3,-2.1,-0.2,-2.3,-0.2,2.9,5.9
CCOc1ccc(C(=O)N(Cc2ccccc2)c2cccc(C)c2)cc1OC,9.1,4.7,-1.5,-1.2,-0.3,12.3,-2.0,3.9,1.6
Nn1c(SCC(=O)Nc2ccc(Oc3ccccc3)cc2)nnc1C1CC1,-8.2,-1.5,-0.5,3.7,-0.7,-3.2,0.4,1.9,-1.0
C=CCN1C(=O)CN=C1Nc1ccccc1,8.2,3.2,139.4,-2.0,0.6,-1.2,2.9,1.6,0.6
NC(=S)NNC(=O)Nc1cccc(Cl)c1,8.7,-5.3,-1.6,6.9,0.5,-0.7,0.5,0.4,3.0
CCOC(CNc1cc(C)nc2c(-c3ccccc3OC)c(C)nn12)OCC,8.0,6.5,-25.8,-4.7,0.1,-0.7,-0.9,0.8,1.8
CN(Cc1nccs1)C(=O)c1ccc(OC2CCN(Cc3ccccn3)CC2)cc1,-3.2,2.1,9.0,-1.0,0.2,-0.2,0.8,0.2,0.3
Cc1cc(NC(=O)C(C)SCC(=O)Nc2nnc(CC(C)C)s2)no1 (configuration not stated),-3.6,-12.6,24.9,2.6,0.0,5.4,0.8,-3.3,-0.1
Cc1ccnc(NC(c2ccccc2O)c2oc(CO)cc(=O)c2O)c1 (configuration not stated),-5.6,-6.2,0.2,-0.7,0.2,-10.0,0.8,-2.3,1.8
COc1cc(NC(=O)CSc2ncnc3sc4c(c23)CCCC4)c(C(=O)O)cc1OC,-8.0,10.0,3.1,1.2,-0.2,4.9,5.0,0.7,1.0

# Random draw from the library; 2.9% or so of the library scored in one or more.
